Myeloid diff MLP = myeloid differentiation induction | ER-HoxA9 myeloid progenitors, lysozyme-GFP differentiation, flow cytometry | calls only at 10 µM | 360,000 compounds, 1% hits | AID 624256;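 active = normalized GFP-positive differentiation at or above the plate's own cutoff, the solvent-only control mean plus 3 SD; inconclusive = no clear call, values can overlap the other calls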;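 note: cells exposed to compound for four days before flow analysis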
PMI inhibition = human PMI inhibitors, high substrate, primary screen, biochemical, fluorescence intensity, high mannose 6-phosphate (AID 1220); recombinant PMI enzyme, coupled fluorescence intensity; higher % means a stronger effect; inhibition, % at 20 µM; hits with a dose series show IC50 in µM; 190,000 compounds, 0.66% hits
XIAP displacement = XIAP antagonists, biochemical, IAP family, fluorescence polarization (AID 1018); XIAP BIR domain, fluorescence polarization peptide displacement; higher % means a stronger effect; displacement, % at 20 µM; hits with a dose series show IC50 in µM; 200,000 compounds, 0.007% hits; in the data active = displacement above about 50%; note: a part of the inactive calls stands beside numbers as strong as those of hits
human PMI inhibition = inhibitors of human PMI, primary screen, biochemical, fluorescence intensity, coupled assay (AID 1209); 190,000 compounds, 0.42% hits; purified PMI enzyme, coupled fluorescence intensity; higher % means a stronger effect; one-dose inhibition, % at 20 µM; IC50 in µM for titrated hits;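 note: plate controls were DMSO vehicle for no effect and wells lacking substrate for full effect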
Siah-1 displacement = blockers of Siah-1 interaction with plectin peptide – biochemical, fluorescence polarization, rhodamine-plectin, uHTS, primary screen (AID 1817). one-dose displacement, % at 20 µM; IC50 in µM for titrated hits. Siah-1 / rhodamine-plectin peptide fluorescence polarization; higher % means a stronger effect. 290,000 compounds, 0.02% hits;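 active = displacement of at least 50% at 20 µM, with a fluorescence ratio check between 0.3 and a set limit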;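 note: plate controls were Siah plus tracer with DMSO for no effect and tracer alone without Siah for full effect; strong numbers were not always called active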
WT yeast gro inh = growth inhibition of WT yeast, mitochondrial fusion screen; mitochondrial fusion phenotypic screen, WT strain; inhibition, % at 10 µM; 190,000 compounds, 2.1% hits; in the data active = inhibition above about 58%; tested in S. cerevisiae
PhoP inhibition = PhoP-dependent GFP reporter repression – Salmonella Typhimurium, primary screen (AID 1863). 300,000 compounds, 0.16% hits. S. Typhimurium PhoP-regulated promoter GFP reporter, 4 h; higher % means a stronger effect. inhibition, % at 50 µM, or IC50 in µM where a hit was titrated;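 active = inhibition over 29.93%, a cutoff 3 SD above the screen mean, later confirmed by dose response; inconclusive = inhibition over 29.93% but no dose response follow-up; inactive = inhibition at most 29.93% or unconfirmed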;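 note: 0% = low Mg2+ inducing control and 100% = high Mg2+ repressing control; strong numbers were not always called active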
RSV CPE inhibition = inhibition of RSV-induced cytopathic effect – HEp-2 cells, primary 10 µM value included (AID 2391). 310,000 compounds, 0.13% hits. CPE inhibition, % at 10 µM; hits with a dose series show IC50 in µM. HEp-2 cells, RSV-induced CPE inhibition; higher % means a stronger effect; in the data active = a potency from the dose series; inconclusive = CPE inhibition mostly from about 23% at the one dose, without a potency; inactive = the rest, 99 in 100 with CPE inhibition below about 21%; note: strong numbers were not always called active
TNAP activation fold = human TNAP enzyme activators, primary screen, biochemical, luminescent, no phosphate acceptor, uHTS (AID 1001); purified TNAP, luminescent activation assay, no phosphate acceptor; higher activation fold means a stronger effect; activation fold at 20 µM, or EC50 in µM where a hit was titrated; 200,000 compounds, 0.03% hits; in the data active = activation fold from about 3, or a potency from the dose series; inactive = the rest, 99 in 100 with activation fold below about 1.6; note: many of its hits are not listed in these tables
WT yeast gro inh mutant strain = further read-out of WT yeast gro inh, marked with its call; inhibition, %; mitochondrial fusion phenotypic screen, mutant strain inhibition
Myeloid diff MLP GFP+ MAC1+ % = further read-out of Myeloid diff MLP, marked with its call; GFP+ MAC1+ double positive, %; measured here: differentiation confirmed by MAC1 staining
An asterisk follows results filed as active; i = inactive; u = inconclusive; x = not tested or not shown. Cut-off read from the data, not from the text of the source, unless noted: active = inhibition above about 50%; inactive = the rest. Rows were taken by chance (roughly 3.1% active in at least one column).

SMILES | Myeloid diff MLP | Myeloid diff MLP GFP+ MAC1+ % | PMI inhibition | XIAP displacement | human PMI inhibition | Siah-1 displacement | WT yeast gro inh | WT yeast gro inh mutant strain | PhoP inhibition | RSV CPE inhibition | TNAP activation fold
COc1ccc(C2(C)NC(=O)N(CC(=O)NCc3ccccc3F)C2=O)cc1 (stereo unspecified) | i | 0.6 | x | x | x | -6.4% | x | x | -5.1% | 2.4% | x
Cc1ccc(S(=O)(=O)c2cc3ccc(O)cc3oc2=O)cc1C | i | 0.8 | x | x | x | 0.0% | x | x | 8.0% | 8.2% | x
CNC(=S)N(Cc1ccc(OC)cc1)C1CC(=O)N(c2ccc(OC)cc2)C1=O (stereo unspecified) | i | 0.9 | -0.3% | -7.0% | -1.4% | 2.3% | -10.9 | -15.7 | 5.3% | -0.2% | 1
CC(=O)n1cc([C@H]2C=C(C(=O)N3CCN(Cc4ccc5c(c4)OCO5)CC3)O[C@@H](OCCCCO)C2)c2ccccc21 | i | 0.6 | 4.7% | 0.5% | 19.9% | 0.5% | 7.4 | -3.0 | -6.1% | -1.0% | 1
Cn1cc(S(=O)(=O)c2ccccc2)c(=O)c2cc(F)c(N3CCOCC3)cc21 | i | 0.4 | x | x | x | -2.9% | x | x | -2.0% | -0.2% | x
COc1cccc(CNC(=O)CCC2CCCN(C(=O)c3cc(C4CC4)[nH]n3)C2)c1 (stereo unspecified) | i | 0.1 | -0.6% | 3.4% | -0.3% | -6.6% | -2.4 | -1.5 | 5.7% | 3.4% | 0.8
O=C(NCCNc1ccc([N+](=O)[O-])cc1)c1ccccc1Br | i | 13.7 | 14.2% | -4.8% | 8.5% | 1.9% | -7.1 | 2.3 | 2.8% | 2.3% | 0.9
COc1ccccc1S(=O)(=O)Cc1ccc(C(=O)N2CCN(c3ccccc3)CC2)o1 | i | 1.2 | 10.1% | -3.1% | 3.1% | -1.3% | 10.3 | 20.3 | 0.9% | 8.6% | 1
CC(C)CN(C(=O)c1cc2ccccc2o1)c1c(N)n(CC(C)C)c(=O)[nH]c1=O | i | 0.2 | 2.8% | -4.7% | 9.6% | 9.3% | -3.5 | 4.0 | -0.9% | 1.6% | 1.1
C/C=C/c1c(F)c(F)c(Oc2ccc(C(=O)O)cc2)c(F)c1F | i | 0.1 | -1.4% | -5.1% | -3.5% | -1.9% | 40.7 | 44.8 | -11.1% | 4.0% | 0.9
COc1cc(SC)ccc1C(=O)NCCCOC(C)C | i | 5.9 | 7.3% | -4.6% | 9.9% | -3.6% | -13.7 | 8.5 | 1.8% | 2.2% | 1
O=C(Nc1sc2c(c1C(=O)O)CCCCC2)c1cccnc1 | i | 0.6 | x | x | x | 3.2% | x | x | 6.9% | 3.8% | x
O=C(CC1C(=O)NCCN1Cc1cccc(Oc2ccccc2)c1)NCC1CCOCC1 (stereo unspecified) | i | 0.5 | 29.6% | 0.5% | -0.9% | -1.5% | -18.1 | -2.0 | -7.6% | 0.1% | 1.1
O=C(Nc1nnc(C(F)(F)F)s1)c1cccnc1 | i | 6.2 | -46.5% | -2.7% | -40.1% | -10.1% | -6.0 | -0.7 | -9.6% | 0.7% | 1
CCOC(=O)c1c(NC(=O)CN2CCCCC2)sc2c1CCC(C=O)=C2Cl | u | x | 4.9% | -5.5% | 6.2% | 1.1% | -5.2 | -57.4 | -6.3% | 7.1% | 1.1
O=C(N/N=C\c1cc(Br)c(Br)o1)C1COc2ccccc2O1 (stereo unspecified) | i | 0.7 | x | x | x | -2.9% | x | x | 4.9% | 1.4% | x
O=S(=O)(c1ccc(Cl)cc1)N1CCCN(c2ccc(C(F)(F)F)cn2)CC1 | i | 0.5 | x | x | x | -2.7% | x | x | -1.3% | 12.2% | x
Oc1cccc(C2c3[nH]c4ccccc4c3CCN2Cc2ccc3c(c2)CCO3)c1 (stereo unspecified) | i | 1.6 | 20.3% | -5.6% | 21.4% | 0.0% | 45.7 | -9.6 | -2.4% | -3.4% | 1
O=C(c1sccc1-c1ccccc1)N1CCN(S(=O)(=O)c2ccccc2)CC1 | i | 0.9 | x | x | x | -1.1% | x | x | -5.5% | 1.1% | x
Cc1cc(C)c2c(=O)[nH]n(C3CCCCCC3)c2n1 | i | 0.9 | 5.6% | -7.1% | -1.3% | 1.6% | -7.4 | 9.5 | -2.8% | -1.0% | 1.1
COC(=O)c1cc(C)sc1NC(=S)N1CCN(CCc2ccccc2)CC1 | i | 0.4 | 5.3% | -1.5% | 8.6% | -3.1% | 38.9 | 26.9 | -9.2% | 1.4% | 1
COc1ccc(C(=O)Nc2c(C)csc2C(=O)O)cc1 | i | 0.0 | 7.1% | -8.1% | 5.6% | 15.2% | 2.1 | -0.5 | -5.6% | -0.1% | 1.1
CCOc1ccc(NC(=O)CCN2C(=O)c3ccccc3C2=O)cc1 | i | 0.6 | x | x | x | 2.2% | x | x | 2.5% | 3.6% | x
COc1ccc2c3c([nH]c2c1)C(C)N(C(C)=O)CC3 (stereo unspecified) | i | 0.6 | x | x | x | 1.8% | x | x | -3.9% | u | x
CC1(C)c2ssc(=S)c2-c2ccccc2N1C(=O)c1ccco1 | i | 0.9 | 13.7% | -0.4% | 12.9% | -9.7% | 0.1 | -7.1 | -3.0% | 2.9% | 0.9
SMILES | Myeloid diff MLP | Myeloid diff MLP GFP+ MAC1+ % | PMI inhibition | XIAP displacement | human PMI inhibition | Siah-1 displacement | WT yeast gro inh | WT yeast gro inh mutant strain | PhoP inhibition | RSV CPE inhibition | TNAP activation fold
Cc1cc(C)c(C(=O)/C=C/c2cccs2)c(=O)[nH]1 | i | 0.7 | 14.2% | -2.6% | -1.7% | -2.6% | 0.6 | 23.0 | 5.0% | 0.0% | 1.1
COc1ccc(CSCC(=O)Nc2ccccc2)cc1[N+](=O)[O-] | i | 0.6 | x | x | x | 7.8% | x | x | 1.6% | 2.3% | x
COc1ccccc1Nc1nnc(SCC(=O)Nc2nc(-c3ccc(F)cc3)cs2)s1 | i | 0.1 | -4.4% | -5.0% | -0.6% | -0.9% | 13.7 | 4.3 | -2.3% | 2.0% | 1
Cc1ccc(S(=O)(=O)NNC(=O)NC23CC4CC(CC(C4)C2)C3)cc1 | i | 0.3 | -0.1% | -5.3% | -6.3% | 1.7% | -4.7 | -8.2 | 24.4% | 3.6% | 1.2
COc1ccc(NC(=O)CNc2cccc(C#N)c2)cc1Cl | i | 0.5 | 16.0% | 0.6% | 18.1% | -2.3% | 71.2* | 20.7* | 16.4% | 5.7% | 1.1
Oc1ccccc1Cn1c(-c2ccccc2O)nc2ccccc21 | i | 2.3 | -1.8% | -4.4% | 6.1% | -1.0% | 9.8 | 2.8 | -4.2% | 12.2% | 1.1
Cc1c(NC(=O)c2cc3nc(-c4ccccc4)cc(C)n3n2)c(=O)n(-c2ccccc2)n1C | i | 0.3 | 8.5% | -2.5% | 12.3% | -3.7% | 3.1 | -6.8 | 8.4% | 1.5% | 1
Cc1c(-n2c(SCC(=O)NC(C)C)nc3ccccc3c2=O)c(=O)n(-c2ccccc2)n1C | i | 0.2 | -0.1% | -4.6% | -5.2% | 5.5% | -20.5 | 2.6 | -5.7% | 0.5% | 1
CCN1C(=S)SC(=O)C1=C1C=C(C)N(CCO)C(C)=C1 | i | 3.7 | -0.3% | -0.5% | 15.5% | -7.0% | 2.7 | -8.5 | -9.8% | 1.3% | 0.9
NC(=O)C1CCN(C(=O)CSc2nc3ccccc3s2)CC1 | i | 0.5 | 1.6% | 3.1% | 3.9% | 0.5% | x | x | 9.0% | 1.4% | 1.1
Cc1ccc2occ(C3N[C@H](C(=O)O)CS3)c(=O)c2c1 (stereo partly specified) | i | 1.1 | 12.9% | -1.4% | 9.0% | 11.3% | 4.7 | 3.4 | 0.7% | -0.7% | 0.8
CC(=O)N1CCN(c2ccc(NCc3ccc4c(c3)OCO4)cc2)CC1 | i | 2.1 | 13.4% | -7.0% | 19.9% | 4.6% | -7.5 | 2.0 | -2.6% | 1.4% | 1.1
CC(Oc1ccccc1)C(=O)N=Nc1c(O)[nH]c2ccc([N+](=O)[O-])cc12 (stereo unspecified) | i | 0.2 | 2.9% | -6.7% | 3.1% | -1.5% | -0.1 | 7.0 | 4.0% | 5.1% | 1
Cc1cc2ncc(-c3ncc(C(F)(F)F)cc3Cl)cn2n1 | i | 3.3 | 7.0% | -2.8% | 13.2% | 6.1% | 12.7 | 11.3 | 4.0% | 1.3% | 1.2
Cc1nc2ccc(C(=O)OCc3ccccc3Br)cc2nc1C | i | 0.6 | -6.3% | 2.1% | -5.6% | 0.4% | -1.0 | -3.1 | -3.0% | 1.7% | 1
COc1ccc(CN2CCC(Oc3cc(C(=O)NC4CC4)ccc3OC)CC2)c(O)c1 | i | 8.2 | x | x | x | -5.7% | x | x | -5.5% | 0.0% | x
CC1Cc2ccccc2N1C(=O)CSc1nc(-c2ccco2)cc(C(F)(F)F)n1 (stereo unspecified) | i | 1.0 | 8.8% | -4.3% | 2.9% | 0.2% | 16.8 | 12.2 | -7.7% | 0.8% | 1.1
COc1ccc(-c2noc(CSc3nnc(Cc4ccccc4)n3-c3ccc(Cl)cc3)n2)cc1 | i | 0.6 | 16.2% | -16.2% | 18.0% | 0.8% | 60.3* | 8.8* | 4.9% | -2.8% | 1
O=C(COC(=O)c1cc(S(=O)(=O)Nc2ccccc2Cl)ccc1O)Nc1nc2ccccc2s1 | i | 0.3 | 13.5% | -0.9% | 2.7% | 4.7% | 45.1 | 18.1 | -0.2% | x | 1.1
COc1ccc(Oc2nnc(C)c3ccccc23)cc1 | i | 1.0 | -5.4% | -1.4% | -5.8% | 0.5% | 9.7 | -0.7 | 16.8% | 4.1% | 1.2
CN(C)C(=O)c1ccc(OCC(F)(F)F)nc1 | i | 0.5 | x | x | x | 0.5% | x | x | 4.9% | 0.6% | x
O=C1CN(C(=O)COC(=O)CNC(=O)c2ccccc2)c2ccccc2N1 | i | 0.2 | -17.1% | -1.1% | -13.6% | -3.2% | -15.1 | -6.1 | -10.7% | 4.1% | 1.1
CSCCC(C)N1CCC(Oc2ccc(C(=O)N3CCCC3)cc2)CC1 (stereo unspecified) | i | 0.5 | x | x | x | 0.6% | x | x | 8.7% | -1.7% | x
COCCNC(=O)C(c1cccnc1)N(Cc1ccccc1)C(=O)Cn1nnc2ccccc21 (stereo unspecified) | i | 0.5 | -7.5% | 0.6% | -1.9% | 4.4% | 14.6 | 7.6 | 5.5% | 2.3% | 1.2
O=C(c1cc(COc2c(F)cccc2F)on1)N1CCSCC1 | i | 0.3 | x | x | x | 2.7% | x | x | -5.1% | 0.4% | x
CCOC(=O)c1c(NC(=O)CSc2nnc(-c3cccnc3)o2)sc2c1CCC2 | i | 0.4 | 13.8% | -13.5% | 18.8% | 3.9% | -10.7 | -0.9 | -2.0% | 1.4% | 1.1
FC(F)(F)c1cccc(NC(=S)NCc2ccc(Cl)cc2)c1 | i | 0.4 | -2.4% | -2.2% | -2.1% | 2.0% | 75.2* | 38.5* | 1.9% | 15.6% | 1.1

Bioassay records (PubChem)
